Screening results deposited in PubChem by Broad Institute.
E-sel inducer: E-selectin induction in HUVECs, primary screen, imaging, HUVEC, immunofluorescence imaging, single point; 260,000 compounds, 0.37% hits; P16581; activation, % at 7.58 µM; normalized: neutral wells 0, TNF-alpha wells 100;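 active = mean E-selectin-positive cell signal at least 10% of the positive control, reached in at least 60% of replicates, without over 20% cell loss; inconclusive = no rule given, readout overlaps actives, possibly toxicity-flagged; inactive = the rest, including those meeting only one limit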;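 also: in these data hits start at about 27%; measured in HUVEC primary endothelial cells; signal is the percent of cells scored E-selectin positive by PE staining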
Target sequence (P16581 whole entry, looked up): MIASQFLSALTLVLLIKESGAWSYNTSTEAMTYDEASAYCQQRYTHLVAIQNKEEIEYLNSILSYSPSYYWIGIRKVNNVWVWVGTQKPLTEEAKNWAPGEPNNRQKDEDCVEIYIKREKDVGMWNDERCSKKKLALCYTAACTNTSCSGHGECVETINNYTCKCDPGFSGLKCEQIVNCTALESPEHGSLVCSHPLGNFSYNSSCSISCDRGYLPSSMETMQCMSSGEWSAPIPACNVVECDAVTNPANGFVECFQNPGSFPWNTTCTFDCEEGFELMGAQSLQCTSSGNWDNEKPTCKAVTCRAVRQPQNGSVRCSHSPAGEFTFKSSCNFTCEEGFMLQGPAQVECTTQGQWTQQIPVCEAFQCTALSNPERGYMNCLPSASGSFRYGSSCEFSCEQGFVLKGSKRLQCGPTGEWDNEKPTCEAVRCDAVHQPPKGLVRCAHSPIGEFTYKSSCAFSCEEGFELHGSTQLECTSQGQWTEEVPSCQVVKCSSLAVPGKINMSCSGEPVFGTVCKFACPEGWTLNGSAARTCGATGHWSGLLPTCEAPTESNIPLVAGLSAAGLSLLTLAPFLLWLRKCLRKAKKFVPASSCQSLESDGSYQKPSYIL
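Material: HUVEC primary endothelial cells; Amount: 3,000 cells per well; Dosing: single concentration; Medium: EGM-2 growth medium on 0.1% gelatin-coated wells; Read-out basis: percent E-selectin-positive cells; Signal: immunofluorescence imaging; Control set: TNF-alpha, DMSO.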
Casp6 inh: human caspase-6 inhibitors, primary screen, biochemical, VEID-R110 fluorescence, single point, set 2; P55212; purified caspase-6, Z-VEID-R110 cleavage fluorescence; inhibition, % at 12.5 µM; 350,000 compounds, 0.53% hits; AID 686996, 2013;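 active = mean inhibition across replicates at least about 35%, with every replicate also reaching that limit, limit read from the data; inconclusive = only one of the two criteria met; inactive = neither criterion met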;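 also: 0% = median of neutral control wells and 100% = no fluorescence left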
Target sequence (P55212 24-179 limits assumed): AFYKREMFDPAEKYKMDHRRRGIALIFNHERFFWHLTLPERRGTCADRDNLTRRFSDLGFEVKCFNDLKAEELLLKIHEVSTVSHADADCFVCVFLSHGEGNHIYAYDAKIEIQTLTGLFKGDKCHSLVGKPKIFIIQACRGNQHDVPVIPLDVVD
Target sequence (P55212 194-293 limits assumed): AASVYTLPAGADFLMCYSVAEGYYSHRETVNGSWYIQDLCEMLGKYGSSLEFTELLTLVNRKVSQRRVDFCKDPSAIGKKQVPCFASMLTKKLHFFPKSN
Xi reactivation: activators of inactive X chromosome reactivation, primary screen, imaging, XiGFP fibroblasts, GFP high-content imaging, set 2; 360,000 compounds, 0.055% hits; AID 743238, 2013; XiGFP mouse fibroblasts, % GFP-positive cells imaging, 3 d; cells co-treated with 5-aza-dC sensitizer; scaled so ellipticine positive control = 100%; activation, % at 7.58 µM;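 active = mean normalized replicate activation at least 10% and every replicate at or above 10%; inconclusive = only one of the two criteria met; inactive = mean below 10% and not all replicates reach 10%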;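 also: 0% = median of on-plate neutral control wells and 100% = ellipticine 6 µM median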
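Assay system – SV40-immortalized XiGFP fibroblast cells, line 68-5-11 · Buffer or medium – DMEM supplemented with 5-aza-dC as sensitizing agent · Dosing – one concentration, pinned · Benchmarks – positive control ellipticine, 6 µM final · Times – 3 days compound exposure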
CFTR F508del cor: F508del CFTR correction, initial screen, CFBE line, single point | CFBE cells, YFP halide quenching; stimulated with forskolin plus potentiator P3; % fluorescence drop versus neutral controls | activity (quench increase), % at 7.58 µM | AID 720511, 2013 | 350,000 compounds, 0.36% hits;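 active = mean added fluorescence quench of at least 8% versus neutral control, with both replicates also reaching 8%; inconclusive = only one of the mean or replicate conditions met; inactive = mean below 8% and not both replicates reaching 8%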;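 also: cells transiently co-express mutant CFTR-F508del with the halide-sensitive YFP; corrector assay measuring rescue of mutant channel to the surface after 24 h compound exposure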
RAD54 inh: inhibitors of human RAD54 branch migration, primary screen, biochemical, fluorescence, single point. DNA repair and recombination protein RAD54-like (Homo sapiens), Q92698. RAD54 Holliday junction branch migration, FAM/BHQ fluorescence. inhibition, % at 10.4 µM. 360,000 compounds, 0.14% hits. AID 602329, 2012;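 active = mean normalized replicate activity at least 40 and at least half of replicates scoring 40 or more; inconclusive = only one of the two criteria met; inactive = mean below 40 and under half of replicates reaching 40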;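 also: 0% = median of neutral control wells and 100% = median of positive control wells; inhibitors cause a drop in the FAM fluorescence signal; in these data hits start at about 50%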
INS-1E GSIS act: GLuc luminescence reporter in INS-1E cells, primary screen for activators of glucose-dependent secretion of insulin | INS-1E GLuc reporter insulin secretion, 2-3 h | activation, % at 16.6 µM | 370,000 compounds, 0.61% hits;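 active = lowest replicate activation of at least 40%, so every replicate reaches that level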;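 also: 0% = median of neutral control wells and 100% = median of IBMX positive control wells; some compounds called inactive have numbers as strong as hits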
RAD52 inh: RAD52 DNA annealing inhibitors, primary screen, biochemical, FRET, single point, set 2. inhibition, % at 18.7 µM. DNA repair protein RAD52 homolog (Homo sapiens), P43351. recombinant RAD52 DNA annealing, FRET fluorescence. 360,000 compounds, 0.46% hits;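 active = every replicate showing at least 50% inhibition; inconclusive = mean inhibition at least 50% but not in every replicate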
DENV2 CPE: inhibitors of DENV2 cytopathic effect, primary screen, cell-based, plate reader, single concentration. DENV2-infected cells, cytopathic effect rescue. CPE inhibition, % at 9.99 µM. 350,000 compounds, 1.7% hits. AID 651640, 2012; in the data active = CPE inhibition above about 20%, passing the limit was not always enough; inconclusive = no clear call, values can overlap the other calls; tested in BHK-21 cells;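 also: 0% = median of neutral control wells and 100% = median of positive control wells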
Numbers without * were called inactive; ? = inconclusive; . = not tested or not shown.

SMILES	E-sel inducer	Casp6 inh	Xi reactivation	CFTR F508del cor	RAD54 inh	INS-1E GSIS act	RAD52 inh	DENV2 CPE
O=C(C[C@H]1CC[C@@H]2[C@H](COC[C@H](O)CN2Cc2cccc(F)c2)O1)NCC1CCCCC1	0.3	-2	-0.1	3.0	2	-1	-6	0
COCC(=O)N1[C@H](CO)[C@H](c2ccc(-c3cccnc3)cc2)[C@@H]1C#N	0.0	0	0.3	-2.6	5	0	-12	-2
COc1ccc(NC(=O)N(C)C[C@H]2OCCCC[C@H](C)Oc3ccc(NS(C)(=O)=O)cc3C(=O)N([C@H](C)CO)C[C@@H]2C)cc1	0.1	-1	0.0	1.9	0	12	-3	-10
COC(=O)c1ccc(-c2noc(CN(Cc3ccccn3)CC3CCCO3)n2)cc1 (centres undefined)	0.7	-1	0.1	2.7	.	-10	-2	2
CC(C)C[C@@H]1NC(=O)[C@@H]2C[C@H](C(=O)NCc3ccc(F)cc3)[C@H](c3ccc(O)cc3)N2C1=O	.	-1	.	2.7	-15	.	23	9
CN(C(=O)c1cccc(NC(=O)Cc2ccc(NC(=O)C3CCCN(C(=O)C4CC4)C3)cc2)c1)C1CC1 (centres undefined)	.	-2	0.2	0.8	1	12	-3	16
C[C@H](O)C#Cc1ccc([C@H]2[C@@H](CO)N3CCCCN(C(=O)c4ccc5c(c4)OCO5)C[C@@H]23)cc1	-0.1	3	0.1	-5.8	-1	3	-5	?
COc1cccc(NC(=O)N2C[C@H](O)COC[C@H]3O[C@@H](CC(=O)NC4Cc5ccccc5C4)CC[C@@H]32)c1	0.0	0	0.0	3.5	7	3	-8	0
CCCCC(CCc1ccccn1)C(=O)c1ccccc1 (centres undefined)	0.0	-2	0.2	6.5	.	10	0	3
O=C(CCc1ccccc1)NNC(=O)c1ccccc1Cl	-0.1	1	0.1	2.9	7	10	0	-5
C[C@@H]1Cc2[nH][nH]c(=O)c2[C@H](c2ccc(Cl)cc2)O1	0.0	1	0.0	4.0	.	3	-5	10
CC(=O)O[C@]1(C(C)=O)CC[C@H]2[C@@H]3C=CC4=CC(=O)C=C[C@]4(C)[C@H]3CC[C@@]21C	0.1	1	0.1	-1.5	0	11	0	3
COc1ccc(/C=N/NC(=O)CC(=O)NCc2cccnc2)cc1	.	4	.	.	-13	1	-3	.
CCCCc1ccc(NC(=O)Cn2c(=O)c(N3CCCCC3)c(N)n(C)c2=O)cc1	0.1	0	0.1	1.3	2	-4	-6	-5
Cc1cccc(NS(=O)(=O)c2ccc(NS(=O)(=O)c3cccs3)cc2)c1	0.0	-3	0.1	0.2	7	-5	-16	7

Brought forward from above: 2 entries, followed by the next part.
SMILES	E-sel inducer	Casp6 inh	Xi reactivation	CFTR F508del cor	RAD54 inh	INS-1E GSIS act	RAD52 inh	DENV2 CPE
CCCCc1ccc(NC(=O)Cn2c(=O)c(N3CCCCC3)c(N)n(C)c2=O)cc1	0.1	0	0.1	1.3	2	-4	-6	-5
Cc1cccc(NS(=O)(=O)c2ccc(NS(=O)(=O)c3cccs3)cc2)c1	0.0	-3	0.1	0.2	7	-5	-16	7
CCC(=O)N1CCC1(C)C(=O)NS(=O)(=O)c1cccc(C#N)c1 (centres undefined)	1.5	-1	0.4	3.0	11	-3	-2	4
COCCNc1nc(NCc2cccc(OC)c2OC)c2sccc2n1	-0.2	4	0.3	-4.3	-6	-7	0	4
CCc1cc(=O)oc2cc(OCc3ccc(C(=O)O)o3)ccc12	0.0	17	0.2	5.4	-6	10	-17	-3
O=C(C[C@@H]1C=C[C@@H](NC(=O)C2CC2)[C@@H](CO)O1)NC1CCC1	0.0	.	-1.2	-0.6	.	3	.	3
C[C@H](CO)N1C[C@H](C)[C@H](CN(C)S(C)(=O)=O)Oc2ccc(NC(=O)C3CC3)cc2C1=O	1.3	1	0.4	-0.4	3	2	-5	?
O=C(Nc1ccccc1C(=O)N1CCOCC1)C1COc2ccccc2O1 (centres undefined)	.	-1	.	-3.1	.	-5	-16	-1
CCCC(=O)Nc1ccc2c(c1)OC[C@@H](C)N(C)C[C@@H](C)[C@@H](OC)CN(C)C2=O	0.1	-13	0.0	.	-1	12	0	-8
Cc1cccc(NC(=O)c2c(O)c3ccccc3[nH]c2=O)c1	0.0	1	0.0	4.5	-1	24	-5	-4
O=C(Nc1ccccc1Cl)c1ccc(S(=O)(=O)N2CCOCC2)cc1	1.1	2	0.2	0.9	2	-8	-11	-1
Cc1ccn(CCC(=O)N2CCCC(N3CCN(c4ccccc4C)CC3)C2)n1 (centres undefined)	-0.1	1	0.3	-0.9	2	.	-8	11
C[C@H](CO)N1C[C@H](C)[C@@H](CN(C)C(=O)Cc2ccccc2)Oc2ncc(C#CCN(C)C)cc2C1=O	0.9	1	-0.3	3.3	-4	24	-7	4
O=C1CC(Cc2ccccc2)C(=O)N1c1ccccn1 (centres undefined)	.	3	-0.1	-0.8	.	.	-11	9
O=C(C[C@@H]1CC[C@@H]2[C@H](COC[C@@H](O)CN2C(=O)Nc2ccc(Cl)c(Cl)c2)O1)NCc1ccncc1	0.3	1	-0.1	-0.9	-5	-1	-19	-4
COc1ccc(C(C(=O)c2ccccc2)c2ccccc2)cc1 (centres undefined)	-0.2	1	0.1	0.2	.	.	-9	-7
CNC[C@H]1Oc2c(NS(C)(=O)=O)cccc2C(=O)N([C@H](C)CO)C[C@@H]1C	.	1	0.3	-2.0	-11	14	0	-4
CC(=O)Nc1cccc(-c2csc(NCc3ccccc3)n2)c1	3.7	1	0.1	0.5	.	-1	-32	0
C[C@H](CO)N1C[C@H](C)[C@H](CN(C)Cc2ccc(C(=O)O)cc2)Oc2ccc(NS(C)(=O)=O)cc2C1=O	-15	0	0.0	-2.1	-4	6	-4	-3
C[C@@H]1CN([C@H](C)CO)C(=O)c2cc(NC(=O)Nc3ccc(F)cc3)ccc2O[C@H]1CN(C)C(=O)Nc1ccc(C(F)(F)F)cc1	0.2	.	-0.2	1.2	-9	-6	.	.
Cc1ccc(S(=O)(=O)Nc2ccc3c(c2)CC(=O)N([C@@H](C)CO)C[C@@H](C)[C@@H](CN(C)S(=O)(=O)c2ccc(F)cc2)O3)cc1	0.7	.	-1.3	-1.1	-1	-17	.	-13
Cc1cc(N2CCN(C)CC2)nc2ccc(NC(=S)N3CCC4(CC3)OCCO4)cc12	.	-18	-0.7	0.1	6	.	21	2
CSc1cccc(NC(=S)N(CCC(C)C)C2CCN(C(C)C)CC2)c1	0.1	.	0.2	0.3	-5	0	-12	-5
C[C@H](CO)N1C[C@H](C)[C@@H](CN(C)Cc2ccc(C(=O)O)cc2)OCCCC[C@H](C)Oc2ccc(NS(=O)(=O)c3cn(C)cn3)cc2C1=O	-0.1	.	0.1	-0.7	8	10	.	-4
CN(C)C(=O)c1ccc(-c2ccccc2[C@@H]2[C@@H](C#N)N(C(=O)C3CCCC3)[C@H]2CO)cc1	0.0	2	0.1	0.4	.	12	5	1
NC(=O)c1ncn([C@@H]2O[C@H](CNCc3cnc(N4CCOCC4)s3)[C@@H](O)[C@H]2O)n1	-0.5	1	0.0	7.2	0	-7	-5	3
CCOc1ccc(CCNC(=O)COC(=O)C2CCN(c3ccc(C(F)(F)F)cn3)CC2)cc1OCC	2.5	-3	-0.1	0.2	-4	-10	-22	-7
O=C(O)c1cccc(NS(=O)(=O)c2cccc(C(=O)Nc3ccccc3[N+](=O)[O-])c2)c1	.	2	0.0	0.5	-10	17	-20	?
O=C(CSc1nnc(COc2ccc(Cl)cc2)n1Cc1ccco1)N1CCNC1=O	.	1	0.5	-0.1	-5	7	-7	4
COc1ccccc1C(=O)Nc1nnc([C@H]2C[C@H](O)[C@@H](CO)O2)s1	1.0	3	0.0	2.9	6	-7	-17	8
O=C(Cc1ccccc1)Nc1nnc(SCC(=O)NC2CCCC2)s1	.	2	0.0	-0.1	.	-18	11	-4
Cc1ccc(CN2CCNC2=O)cc1	.	-1	.	-5.4	6	-9	11	14
COc1ccc(S(=O)(=O)N(C)C[C@H]2Oc3ccc(NC(=O)C4CCCCC4)cc3CC(=O)N([C@@H](C)CO)C[C@@H]2C)cc1	0.1	-2	0.2	-0.1	-1	-5	19	0
CCN(CC)CCN(C(=O)/C=C/c1cccs1)c1nc2ccc(OC)cc2s1	.	1	0.1	2.5	5	9	-2	-2
Cc1ccc(S(=O)(=O)N(C)C)cc1NC(=O)COC(=O)c1ccc(Cl)cc1	2.5	2	0.0	-1.2	-22	8	-21	-7
Cc1cc(C)nc(Oc2ccc(Br)cc2)n1	-0.2	2	.	-2.7	-7	13	7	-8
COc1ccc(C(=O)NCCCSC)cc1OC1CCN(C(C)C)CC1	0.3	-3	0.5	2.0	-4	.	-9	7
COC(=O)C[C@H]1C[C@H]2c3cc(N)ccc3O[C@H]2[C@H](CO)O1	.	0	0.0	0.6	8	4	-2	?
COc1ccc(NC(=O)Nc2ccc3c(c2)C(=O)N([C@H](C)CO)C[C@H](C)[C@@H](CN(C)S(=O)(=O)c2cn(C)cn2)OCCCC[C@H](C)O3)cc1	0.0	.	0.0	-2.2	8	-5	.	?
CO[C@@H]1CN(C)C(=O)c2cc(NS(=O)(=O)c3ccc(Oc4ccccc4)cc3)ccc2OC[C@H](C)NC[C@@H]1C	0.1	0	-0.3	6.2	7	13	18	2
CNc1ccccc1C(=O)OCC(=O)N(CCOC)c1c(N)n(CC(C)C)c(=O)[nH]c1=O	-0.5	2	0.2	-0.4	11	0	-10	-4
CCc1nc(SCC(=O)Nc2cc(C)ccc2OC)c2c(C)c(C)sc2n1	0.0	0	0.4	2.7	-2	-9	-17	0
Cc1ccc(CN2CCN(C(=O)CCC(=O)Nc3nnc(C(C)C)s3)CC2)c(C)c1	.	3	0.1	0.2	10	-3	1	4
Cc1ccccc1CCNC(=O)C1CCC(=O)N(Cc2ccc(Cl)cc2)C1 (centres undefined)	-0.2	0	-0.1	-2.6	-6	-8	-10	-2
Cc1ccc(C(=O)N2CCCC(c3ccc(Cl)cc3)=N2)cc1	.	1	0.0	2.9	.	13	-8	-6
COCCN(C(=O)COC(=O)CSc1ccc(Cl)cc1)c1c(N)n(CC(C)C)c(=O)[nH]c1=O	.	0	0.3	1.4	3	0	-2	5
CCOc1ccc(S(=O)(=O)N2CCN(c3ccccc3)CC2)c2cccnc12	.	0	.	.	-11	-9	-18	.
CCCCCCNC(=O)N1C/C=C\C(c2ccc(OC)cc2)N(Cc2ccc(F)cc2)C(=O)C1 (centres undefined)	0.1	-2	-0.1	2.7	-7	-13	-5	-12
CC(=O)Nc1cccc(N2CCCC2=O)c1	.	1	.	0.7	.	3	-1	2
